CHOP UPR activ: apoptotic UPR (CHOP) activation; CHO-CHOP luciferase reporter, luminescence; percent of tunicamycin response over DMSO baseline; activation, % at 10 µM; 330,000 tested, 0.34% active; AID 449763;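 active means at 10 µM dose, activation of 40% or more, normalized to positive control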;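 further: 100% = tunicamycin at 10 µg/mL and 0% = DMSO alone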
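System: CHO-CHOP luciferase reporter cell line; amount: 500 cells/well; buffer or medium: F12 medium containing 10% fetal bovine serum; incubation: 6 h compound exposure at 37 °C after overnight seeding; measured by: luciferase luminescence after 10 min with Steady-Glo reagent; evaluation: % reporter activation, DMSO baseline versus tunicamycin full activation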
Mdm2-MdmX inh: human Mdm2/MdmX binding inhibition; inhibition, % at 8 µM; SaOS-2 split-luciferase Mdm2/MdmX complementation, luminescence; O15151+Q00987; 330,000 tested, 3% active;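 active means inhibition of at least 50% at 8 µM in the primary screen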
APJ agonist: agonists of human APJ apelin receptor | P35414 | CHO-K1 APJ PathHunter beta-arrestin, luminescence; 0% DMSO wells, 100% apelin | activation, % at 20 µM | 330,000 tested, 0.11% active;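 active means activation more than six SD over the plate average, tested at 20 µM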;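 further: 0% = DMSO alone and 100% = apelin-13 at 10 nM; some results filed as inactive read as strong as hits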
Target sequence (P35414 whole entry, looked up): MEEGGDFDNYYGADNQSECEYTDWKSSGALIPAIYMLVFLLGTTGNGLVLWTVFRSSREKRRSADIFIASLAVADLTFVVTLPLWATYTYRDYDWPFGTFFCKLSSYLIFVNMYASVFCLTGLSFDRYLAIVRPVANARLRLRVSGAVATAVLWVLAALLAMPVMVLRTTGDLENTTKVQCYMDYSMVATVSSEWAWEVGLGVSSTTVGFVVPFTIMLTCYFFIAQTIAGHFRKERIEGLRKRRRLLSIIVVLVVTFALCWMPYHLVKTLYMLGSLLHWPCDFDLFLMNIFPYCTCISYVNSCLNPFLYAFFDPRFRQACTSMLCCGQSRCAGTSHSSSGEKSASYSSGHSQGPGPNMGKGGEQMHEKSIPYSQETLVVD
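system = engineered CHO-K1 APJ arrestin reporter cells | input = 1000 cells per well | timing = overnight seeding, 90 min compound at 25 °C, 1 h detection | measured by = enzyme-fragment complementation luminescence | read-out = beta-arrestin recruitment to APJ as agonist activity, luminescent signal | control set = negative DMSO alone, positive Apelin-13 at 10 nM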
UPR XBP1 act: adaptive UPR (XBP1) activation | CHO-XBP1 luciferase reporter, IRE1-XBP1 UPR activation, luminescence; percent of tunicamycin response, DMSO as zero | activation, % at 20 µM | 330,000 tested, 0.33% active | AID 463104;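 active means versus positive control, 20 µM dose yields 30% or more activation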;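 further: 100% = tunicamycin at 10 µg/mL and 0% = DMSO only wells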
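Material: CHO cell line with stable XBP1 luciferase reporter; buffer or medium: F12 medium containing 10% fetal bovine serum; compound: single point, 20 µM final compound, 1% DMSO; incubation: 6 h treatment, 37 °C; measured by: glow luminescence from Steady-Glo reagent; evaluation: activation, % of tunicamycin; control set: tunicamycin high, DMSO low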
APJ antag: blocks the human apelin receptor APJ; CHO-K1 APJ beta-arrestin complementation, luminescence; inhibition, % at 20 µM; 330,000 tested, 0.32% active;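 active means inhibition above about 40% at 20 µM, limit read from the data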;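 further: cells challenged with 10 nM apelin-13 agonist together with compound; plate controls were apelin-13 plus DMSO wells for no effect and DMSO wells lacking apelin-13 for full effect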
697 NFkB inh: lowers PMA/ionomycin-induced NF-kB signal in 697 B cells; inhibition, % at 4 µM; 697 B-cell NF-kB luciferase reporter, 16 h; 330,000 tested, 0.33% active; in the data active means inhibition above about 35%
Jurkat NFkB inh: inhibitors of the PMA/ionomycin-induced NF-kB reporter in Jurkat cells; inhibition, % at 4 µM; 330,000 tested, 0.53% active; PMA/ionomycin-induced NF-kB luciferase reporter, luminescence; in the data active means inhibition above about 50%
tim23-1 inh: inhibits growth of tim23-1 mutant yeast; S. cerevisiae tim23-1 growth, BacTiter-Glo luminescence, 24 h; inhibition, % at 20 µM; 330,000 tested, 1.3% active; AID 463212;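 active means growth inhibition of the mutant yeast at or above 50%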;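 further: temperature-sensitive mutant grown at 25 °C; plate controls were DMSO-treated mutant yeast for no effect and medium wells lacking yeast for full effect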
An asterisk follows results filed as active. Compounds were not picked by outcome; overall some 5% were active at least once.

Fields – tim23-1 inh, APJ agonist, Mdm2-MdmX inh, 697 NFkB inh, Jurkat NFkB inh, APJ antag, UPR XBP1 act, CHOP UPR activ
CCOC(=O)c1c(NC(=O)COc2cccc3c2CCN(C)C3=O)sc2c1CCC2
  -1, -2, 45, -39, 10, -13, -1, 9.3
Fc1ccc(CSc2nnc(-c3ccccn3)o2)cc1
  21, -2, -43, -91, -70, -9, -4, 5.6
Cc1ccc2nc(Nc3ccccc3O)nc(-c3ccccc3)c2c1
  24, -3, 12, -16, 4, -2, 6, 3.5
Cc1ccc(S(=O)(=O)Nc2ccc(NC(=O)CN3CCCCC3)cc2)cc1
  11, -1, 14, 9, 5, -8, -2, 0.1
CC1CCCCN1CCCNC(=O)C1CCCN(c2ncnc3c2nc2n3CCCCC2)C1 (configuration not stated)
  -7, -5, 7, -9, 2, 1, -2, 0.8
O=C(/C=C(/c1ccc(Cl)cc1)n1cncn1)c1ccccc1
  36, 0, 18, 2, -6, 6, 1, -1.1
CC(C)COc1ccc(/C(O)=C2/C(=O)C(=O)N(CCN(C)C)C2c2ccncc2)cc1 (configuration not stated)
  1, -3, -4, -3, 16, 4, 0, 0.5
CC(C)c1nnc(NC(=O)c2ccc3ccccc3c2)s1
  -2, 0, -142, -199, -144, -2, -7, 4.7
CC1=Nc2ccccc2/C1=C/c1nc(-c2ccc(C)s2)oc1O
  33, -4, 12, 5, -1, 0, -2, -1.3
CCOC(=O)C1C(=O)NC(c2ccccc2)=NC1c1ccc(OC)cc1 (configuration not stated)
  8, -3, 13, -4, -2, 7, 1, -0.1
CC(=O)Nc1ccc(NC(=O)CSc2ncnc3sc(C)c(C)c23)cc1
  -3, 0, 25, 14, -1, -5, 9, 2.8
COc1ccc(OCC(=O)OC2CCCN(C)C2)cc1 (configuration not stated)
  6, -1, -6, 20, 9, 12, -1, 1.2
O=C(NCCCN1CCCC1=O)c1cncc(Br)c1
  15, -1, -1, 1, 1, 21, 3, 6.9
O=C(COC(=O)c1ccc([N+](=O)[O-])o1)NCc1ccc(F)cc1
  -47, 1, 0, 4, -2, -25, -1, 0.9
NS(=O)(=O)c1ccc(CCNC(=O)CSc2nc3ccccc3c(=O)n2CCC(=O)N2CCCCC2)cc1
  1, -2, 9, 1, -3, -15, 3, -2.5
O=C1N=c2ccc([N+](=O)[O-])cc2=C1c1sc(=O)[nH]c1O
  6, 0, -6, -26, -1, -9, -3, 0.5
O=C(Nc1ccc(N2C(=O)c3cccc4cccc(c34)C2=O)cc1)c1ccc(N2CCCCC2)c([N+](=O)[O-])c1
  -12, -3, -7, -4, 9, 18, -3, -0.7
NC(=O)C1CCN(C(=S)NCc2ccc3c(c2)OCO3)CC1
  14, 0, -6, -2, -3, -1, 7, 0.2
COc1ccc(N2CCN(c3cc(=O)n(Cc4ccc(F)cc4)c(=O)[nH]3)CC2)cc1
  0, -1, 27, 17, 13, 12, -2, 2.2
O=C(Nc1ccc(Cl)cc1)N1CCN(Cc2ccc3c(c2)OCO3)CC1
  17, 1, 14, -5, 1, 2, 1, -2.9
CS(=O)(=O)Nc1ccc(C(=O)NCCSCc2c(F)cccc2Cl)cc1
  -5, 0, 18, -4, -7, -7, -2, 1.3
COc1ccc(Br)cc1CN(C)CC(O)COc1ccc(Br)cc1 (configuration not stated)
  3, -1, -9, 12, 8, 12, -3, -0.8
Cc1cc(OCC(=O)OCC(=O)NC2CCCCC2C)ccc1Cl (configuration not stated)
  11, -4, 13, 12, 2, -26, 0, -2.3
O=C(O)c1cc(-n2cccc2)ccc1N1CCOCC1
  2, -4, -9, 14, -3, -3, -1, -1.0
C#CCOCCOCCOCCNc1nc(N2CCN(C(=O)CCCCCCCCCCNC(=O)Cn3cc(C[C@@H](C)O)nn3)CC2)nc(N2CCN(C(=O)CCCCCCCCCCNC(=O)[C@H](CO)n3cc(CCCSC)nn3)CC2)n1
  25, 4, 22, -3, 31, 18, -2, -0.7
Cc1cccc(N2CCN(C(=O)CN3C(=O)NC4(CCCCCC4)C3=O)CC2)c1C
  23, 2, 24, -33, 1, 6, -1, 1.6
CCN(CC)c1ccc(C(=O)NC(=S)Nc2cc(S(=O)(=O)N3CCOCC3)ccc2-n2cncn2)cc1
  -5, -7, 26, 7, 15, 41*, 2, 7.1
COc1ccc(CC(=O)NCc2nnc(SCC(=O)Nc3ccc(OC)cc3)n2C)cc1
  -8, -5, 1, -3, 17, 5, 0, 1.4
O=C(O)CSCC(=O)N1CCCN(c2nccc(C(F)(F)F)n2)CC1
  -4, -1, 22, 0, -2, 5, -2, -0.2
Nc1nonc1C(=O)OCC(=O)N1CCCCC1
  13, -1, 22, 7, 6, 17, -1, 0.3
Cc1cccnc1NC1(C(F)(F)F)N=C(c2ccccc2)NC1=O (configuration not stated)
  9, -2, -15, -9, 0, 4, -1, -0.3
Cc1ccc(CNC(=O)C2CCN(S(=O)(=O)c3cccs3)CC2)o1
  15, -3, -11, 11, -4, 5, -1, -0.1
CC1(C)CC(NS(=O)(=O)c2ccc3ccccc3c2)CC(C)(C)N1
  0, 1, -3, 5, 5, -7, -3, 1.4
CC(C)(C)NS(=O)(=O)c1cnc(Cl)c(Cl)c1
  2, -2, -1, 14, 13, -2, -3, 1.4
Cc1cc(O)cc(O)c1C(=O)Cc1cscn1
  -2, 1, 6, 7, 4, 0, -2, 1.1
CC(=O)NC(CC(=O)Nc1ccc(S(=O)(=O)NC2=NCCCCC2)cc1)c1ccccc1 (configuration not stated)
  -13, -3, 15, 18, 4, 4, -4, 0.4
CCN(CC)S(=O)(=O)c1ccc(N2CCOCC2)c(NS(=O)(=O)c2ccc(OC)cc2)c1
  11, -2, -31, 17, 9, -5, 2, 0.8
CCCOC(=O)c1ccc(OCC(O)CN2CCN(C(=O)c3ccccc3)CC2)cc1 (configuration not stated)
  19, 3, 3, -28, 5, 9, -1, -1.7
COc1ccccc1/C=C/C1(C(=O)NC2CCCC2)CC(=O)N1c1ccc(C)cc1 (configuration not stated)
  29, -1, 36, 18, 8, -9, 0, 0.6
COCCCNc1nc(N)c([N+](=O)[O-])c(Nc2cc(OC)ccc2OC)n1
  3, 0, 70*, -10, 25, 13, 12, 5.8
Cc1c(Cl)cccc1NC(=O)C1CCCN(S(C)(=O)=O)C1 (configuration not stated)
  1, -3, 6, -4, -3, 2, -7, -1.6
CCOC(=O)/C(C#N)=C/c1cc(C)n(-c2ccc(Br)cc2)c1C
  3, -2, -6, 0, -15, -5, 3, 5.9
CCCc1c(C)nc(N2CCN(c3ccccc3F)CC2)[nH]c1=O
  23, 1, 5, -13, 13, -1, -4, 0.1
Nc1cc(C(F)(F)F)ccc1C(=O)O
  7, -5, 2, -5, -2, 12, -2, -1.8
COc1cc(Cl)ccc1OCc1cc(C(=O)N2C[C@]3(C)C[C@H]2CC(C)(C)C3)no1
  40, -1, -18, -96, -78, 4, -1, 2.8
COc1ccc(C)cc1S(=O)(=O)Nc1cccc(C)c1
  3, -2, -11, -4, -14, -30, -1, -0.2
COc1ccc(S(=O)(=O)n2c([N+](=O)[O-])cnc2C)c(C)c1C
  10, -1, 14, -7, 13, 15, 1, 2.5
CCN(CC)c1ccc(C(=O)NNC(=O)CNC(=O)c2ccco2)cc1
  -3, -3, 2, 19, 15, 14, -1, 0.8
CCOC(=O)N1CCN(c2ccc(C(=O)c3cccc(F)c3)cc2)CC1
  32, 7, -29, -38, -17, 11, -4, 1.5
CCn1c(SC(C)C(=O)O)nnc1-c1cccnc1 (configuration not stated)
  -1, 1, 5, -3, 3, 3, 1, -1.9

Continuation.
Fields – tim23-1 inh, APJ agonist, Mdm2-MdmX inh, 697 NFkB inh, Jurkat NFkB inh, APJ antag, UPR XBP1 act, CHOP UPR activ
CCOCCCNC(=O)C(NC(=O)CC1NC(=O)NC1=O)c1ccc(Cl)cc1 (configuration not stated)
  12, -3, -27, -46, -2, -3, -1, 2.0
CC12CC3CC(C)(C1)CC(C(=O)NC(=S)N1CCOCC1)(C3)C2
  23, -3, 3, -28, 5, 14, -4, -2.0
COc1ccc(NC(=O)COc2coc(CN3c4ccccc4CC3C)cc2=O)cc1 (configuration not stated)
  -14, -5, 4, 18, 19, 0, -2, 2.6
O=C(NCCCN1CCOCC1)c1cccc(S(=O)(=O)NCc2ccccc2)c1
  -16, 4, 34, 1, -8, 9, -2, 3.2
CC(Nc1ccc2c(c1)OCCO2)C(=O)N1CCc2ccccc21 (configuration not stated)
  6, -3, 3, -25, -6, 8, -1, 1.5
Cc1ccc(C)c(S(=O)(=O)NNC(=O)Nc2ccccc2Cl)c1
  9, -9, -4, -5, 2, -5, 0, 2.3
COc1ccc(NC(=O)CC2(Cc3ccccc3)CCOC(C)(C)C2)cc1 (configuration not stated)
  38, -2, 19, 7, 0, -4, 0, -0.9
CCOC(=O)c1cc(NC(=O)N(CC)C2CCCCC2)c(C)nc1C
  14, -4, 2, 9, 11, -15, -1, -2.8
Cc1cc(Cl)ccc1NNC(N)=S
  17, 1, 14, -12, -12, -7, 0, -1.7
COc1ccc(CCNC(=O)CSc2nnc(-c3ccccc3)c3ccccc23)cc1OC
  24, -3, 10, -6, -2, 3, 1, -1.8

Of the compounds above, these contain bromine.
Fields – tim23-1 inh, APJ agonist, Mdm2-MdmX inh, 697 NFkB inh, Jurkat NFkB inh, APJ antag, UPR XBP1 act, CHOP UPR activ
O=C(NCCCN1CCCC1=O)c1cncc(Br)c1
  15, -1, -1, 1, 1, 21, 3, 6.9
COc1ccc(Br)cc1CN(C)CC(O)COc1ccc(Br)cc1 (configuration not stated)
  3, -1, -9, 12, 8, 12, -3, -0.8
CCOC(=O)/C(C#N)=C/c1cc(C)n(-c2ccc(Br)cc2)c1C
  3, -2, -6, 0, -15, -5, 3, 5.9

(further entries)
Fields – tim23-1 inh, APJ agonist, Mdm2-MdmX inh, 697 NFkB inh, Jurkat NFkB inh, APJ antag, UPR XBP1 act, CHOP UPR activ
CCOC(=O)c1ccccc1NC(=O)COC(=O)CSc1ccccc1
  13, 2, -12, 9, 3, 5, 4, -1.5
CCOC(=O)C1CCN(S(=O)(=O)c2cccc3nonc23)CC1
  14, 1, -1, 10, -7, -14, 1, 0.0
CN1CCN(S(=O)(=O)c2ccc(NC(=O)c3ccc([N+](=O)[O-])cc3)cc2)CC1
  7, 5, 17, -6, 2, -16, 2, 0.6
COC(=O)c1cc(O)c(O)c(O)c1
  -1, 12, 12, -27, 4, -44, 2, -0.1
CCOC(=O)/C(C#N)=C\C1=C(N2CCCC2)CC(C)(CC)OC1 (configuration not stated)
  15, -1, 1, 30, 18, 28, -5, -0.6
CCCC(c1nnnn1CS(=O)(=O)c1ccc(C)cc1)N1CCN(c2ccccc2)CC1 (configuration not stated)
  22, -6, 18, 6, 9, 4, -4, -1.2
COC(=O)C(C)Sc1nnc(Cc2cc(=O)[nH]c(=O)[nH]2)n1-c1ccc(Cl)cc1 (configuration not stated)
  -4, 0, 26, 12, -9, 6, -3, 2.3
Cc1cc(=O)oc(C)c1C(=O)OCC(=O)c1ccc(Cl)c(Cl)c1
  33, 7, 5, -28, 11, 0, -1, 0.5
O=C(c1ccco1)N1CCN(C(=S)Nc2cc(F)cc(F)c2)CC1
  -5, -2, 13, 15, 6, 1, -5, 0.6
CCOC(=O)c1[nH]c2ccc(Cl)cc2c1NC(=O)/C=C/c1ccc2c(c1)OCO2
  8, -1, 56*, -12, 15, 6, 168*, 54*
COc1ccc(C2C3=C(CC(C)(C)CC3=O)Nc3cc4c(cc32)OCO4)cc1 (configuration not stated)
  10, -5, 5, 11, -4, -6, -1, 1.0
CCc1nc(SCc2ccccc2)n[nH]1
  -2, -2, -11, -14, -27, 13, -3, 1.3

Assay outcomes deposited in PubChem BioAssay by Sanford-Burnham Center for Chemical Genomics.
